# NOD2 inhibition: NOD2 signaling inhibitors, cell-based, luminescence, uHTS, HEK293 (AID 1566) | inhibition, % at 4 µM, or EC50 in µM where a hit was titrated | 290,000 tested, 0.63% active | HEK293 NOD2/NF-kB luciferase reporter, luminescence; higher % means a stronger effect; note: many of its hits are not listed in these tables
# Yfh1-depleted yeast: mitochondrial function rescue without frataxin homolog – Friedreich's ataxia, plus single-dose screen, dose response (AID 1465). S. cerevisiae Yfh1-off respiration, WST-1 reduction, 72 h; higher fold induction means a stronger effect. fold induction at 50 µM, or EC50 in µM where a hit was titrated. 220,000 tested, 0.074% active;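 active = fold induction of absorbance versus untreated yeast above a set limit, then at least 30% activation at any dose in follow-up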;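 note: activators that raise dye reduction in frataxin-depleted yeast; strong numbers were not always called active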
# KOR beta-arrestin-1: KOR agonists, beta-arrestin recruitment, primary screen, cell-based, luminescence, uHTS (AID 1777). one-dose activation, % at 10 µM; EC50 in µM for titrated hits. KOR beta-arrestin recruitment, luminescence; higher % means a stronger effect. 280,000 tested, 0.02% active; in the data active = activation above about 50%, passing the limit was not always enough; note: a part of the inactive calls stands beside numbers as strong as those of hits
# CSM14.1 death rescue: rescue of cells from ER stress-induced death, primary screen, 384-well, CSM14.1, thapsigargin, ATP luminescence (AID 1222). CSM14.1 thapsigargin-induced death rescue, ATP luminescence; higher % means a stronger effect. cellular ATP content (survival), % at 20 µM, or EC50 in µM where a hit was titrated. 190,000 tested, under 10 active;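 active = EC50 below 50 µM in the dose-response confirmation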;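 note: death triggered by thapsigargin at about 15 µM added after 2 h compound pretreatment; cell ATP read after overnight thapsigargin exposure of roughly 18 to 22 hours; normalized against plate controls of thapsigargin alone and 5% DMSO vehicle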
# GPR55 beta-arrestin: GPR55 agonists via beta-arrestin recruitment, primary screen, imaging, U2OS cells, beta-arrestin-GFP redistribution (AID 1961); U2OS GPR55 beta-arrestin-GFP redistribution imaging; higher % means a stronger effect; activation, % at 10 µM; hits with a dose series show EC50 in µM; 290,000 tested, 0.048% active;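 active = activation above 40% with more than 50 cells counted in the well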;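 note: U2OS osteosarcoma cells stably expressing GPR55 and beta-arrestin-GFP; plate controls were DMSO negative control for no effect and LPI positive control for full effect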
# KOR beta-arrestin-2: kappa opioid receptor blockers – cell-based, luminescence, uHTS (AID 1778); KOR beta-arrestin recruitment, luminescence, antagonist mode; higher % means a stronger effect; 290,000 tested, 0.091% active; inhibition, % at 10 µM, or IC50 in µM where a hit was titrated; note: strong numbers were not always called active
# NTR1 agonist: agonists of NTR1, primary screen, imaging, U2OS cells, beta-arrestin-GFP, high content (AID 493036). NTR1-U2OS beta-arrestin-GFP spot imaging, agonist mode. P30989. activation, % at 20 µM. 330,000 tested, 0.17% active;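 active = activation at or above 40% of the spot to cytoplasm intensity ratio, with at least 20 cells analyzed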;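 note: 0% = DMSO without peptide and 100% = 100 nM NTR1 peptide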
# Target sequence (P30989 whole entry, looked up): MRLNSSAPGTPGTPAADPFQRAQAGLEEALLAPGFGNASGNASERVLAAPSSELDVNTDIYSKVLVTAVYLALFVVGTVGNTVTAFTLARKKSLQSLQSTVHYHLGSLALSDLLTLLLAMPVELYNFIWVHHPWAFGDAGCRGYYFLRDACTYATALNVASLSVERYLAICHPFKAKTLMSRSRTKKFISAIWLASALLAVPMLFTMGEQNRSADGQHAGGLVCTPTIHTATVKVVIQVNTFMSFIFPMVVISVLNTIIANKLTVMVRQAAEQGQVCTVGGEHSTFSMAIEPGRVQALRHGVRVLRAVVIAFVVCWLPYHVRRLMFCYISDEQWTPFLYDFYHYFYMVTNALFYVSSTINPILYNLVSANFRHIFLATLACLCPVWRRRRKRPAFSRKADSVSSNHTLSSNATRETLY
# NOD1 inhibition: NOD1 signaling inhibitors, primary screen, cell-based, luminescence, uHTS (AID 1578); inhibition, % at 4 µM; hits with a dose series show EC50 in µM; NOD1-driven NF-kB luciferase reporter cells, luminescence; higher % means a stronger effect; 290,000 tested, 1% active; in the data active = inhibition mostly above about 36%, no sharp cut-off; inactive = mostly below about 34%;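 note: HEK-293T reporter cells stimulated with the NOD1 agonist gamma-tri-DAP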
# TNAP activators: stimulation of alkaline phosphatase TNAP activity – biochemical, luminescent, no phosphate acceptor, uHTS, primary screen (AID 1001); 200,000 tested, 0.03% active; one-dose activation fold at 20 µM; EC50 in µM for titrated hits; purified TNAP, luminescent activation assay, no phosphate acceptor; higher activation fold means a stronger effect; in the data active = activation fold from about 3, or a potency from the dose series; inactive = the rest, 99 in 100 with activation fold below about 1.6; note: many of its hits are not listed in these tables
# NTR1 agonist cell count 20 µM: second read-out of NTR1 agonist, no call of its own (marks repeat the call); cell count; measured here: cell count, cytotoxicity flag
# Active calls of the source: *; i = inactive; · = no result given; [ ] = dose if it differs, or a comment. Cut-off read from the data, not from the text of the source, unless noted: active = inhibition above about 50%; inactive = the rest. Not all compounds are listed. The share of hits here may be higher or lower than overall.
SMILES,NOD2 inhibition,Yfh1-depleted yeast,KOR beta-arrestin-1,CSM14.1 death rescue,GPR55 beta-arrestin,KOR beta-arrestin-2,NTR1 agonist,NTR1 agonist cell count 20 µM,NOD1 inhibition,TNAP activators
Cc1cccc(N(CC(=O)N/N=C/c2cc([N+](=O)[O-])ccc2Cl)S(C)(=O)=O)c1C,-8.5%,i,1.5%,1.0%,-0.1%,-0.6%,2.5,59,38.0%,0.8
CCc1ccc(CNC(=O)C2CCN(S(=O)(=O)N3CCC4(CC3)OCCO4)CC2)cc1,2.6%,i,-0.9%,0.6%,-0.3%,21.3%,-1.3,40,-20.3%,1.1
COc1ccc(C2C=C(Nc3ccccc3)C(=O)N2c2ccccc2)cc1OC (stereo not drawn),-10.1%,i,1.2%,-4.2%,0.4%,0.0%,-1.9,52,4.9%,1.1
COc1ccc(C2=Nn3c(nnc3-c3ccccc3)SC2)cc1OC,-0.9%,i,-1.1%,-0.9%,0.5%,6.1%,6.5,88,-2.8%,1.2
Cc1nn(Cc2ccccc2)c(C)c1C(=O)OCC(=O)c1cc(C)n(C2CC2)c1C,8.0%,i,3.3%,0.7%,0.0%,3.8%,2.4,78,25.9%,1
COC(=O)c1cc(S(=O)(=O)NCC2CCN(Cc3cccc(Cl)c3)CC2)c[nH]1,7.4%,·,-1.7%,·,-0.1%,11.2%,2.2,52,-17.7%,·
COc1ccc(NC(=O)C2C(=O)NC3(C)CC2c2ccccc2O3)cc1 (stereo not drawn),9.3%,i,-1.8%,-0.9%,0.3%,-36.2%,-0.1,50,1.3%,1.1
Cc1ccc(C2(C)NC(=O)N(CC(=O)NCc3ccccc3Cl)C2=O)cc1 (stereo not drawn),-7.7%,·,-4.0%,·,0.2%,10.5%,-0.6,54,-5.5%,·
Cc1nc2cc(OCc3cc(C(=O)NC(C)c4cnn(C)c4)no3)ccc2s1 (stereo not drawn),5.0%,·,-2.5%,·,-0.1%,27.4%,1.6,64,-13.5%,·
Cc1cc(=O)[nH]c(SCc2nnnn2-c2ccc(Cl)cc2)n1,1.1%,i,-0.4%,-3.5%,-0.5%,15.8%,1.1,65,-11.7%,1.1
CCOC(=O)c1cn(-c2ccc([N+](=O)[O-])cc2)c2cc(Cl)c([N+](=O)[O-])cc2c1=O,10.8%,i,-0.5%,1.0%,0.3%,16.0%,-1.8,75,-3.3%,1
Cc1nn2c(NCC(C)C)c3c(nc2c1-c1ccccc1)CCC3,0.7%,i,1.9%,1.1%,-0.1%,-27.0%,1.7,66,-14.8%,1.1
O=C(NCc1ccco1)c1cc2sccc2n1Cc1ccccc1,5.3%,i,0.8%,2.6%,0.7%,7.9%,-0.7,62,-19.5%,1.1
CCOC(=O)C1(C)Oc2cccnc2NC1=O (stereo not drawn),6.9%,i,0.3%,-0.9%,-0.2%,-31.6%,3.6,58,-26.2%,1
COc1ccc(CCNc2nc(-c3ccncc3)cs2)cc1OC,-2.0%,i,1.5%,·,-0.1%,-12.8%,2.4,44,-7.2%,·
C[C@@H]1CCCCCCCCCCC1=O,-5.4%,·,-1.4%,·,0.0%,10.3%,·,·,-0.9%,·
Cc1ccccc1-n1c(O)c(C=NC2CCS(=O)(=O)C2)c2ccccc2c1=O (stereo not drawn),6.2%,i,3.6%,·,-0.2%,8.2%,2.7,52,-10.4%,·
N#Cc1c(NC(=O)C(=O)NCCCN2CCOCC2)sc2c1CCC2,18.1%,·,-1.2%,·,0.4%,2.3%,-0.8,67,-19.2%,·
CCOc1cc(/C=C2/NC(=S)NC2=O)ccc1OCc1ccc([N+](=O)[O-])cc1,9.9%,i,20.0%,-2.8%,-0.2%,6.6%,10.8,44,-30.0%,1.3
CC(NC(=O)CSc1n[nH]c(=O)[nH]c1=O)C1CC2CCC1C2 (stereo not drawn),3.3%,i,1.6%,·,1.0%,-8.5%,2.8,54,-5.4%,·
S=C(Nc1cc(Cl)cc(Cl)c1)N1CCCC1,9.0%,·,7.5%,·,0.4%,-20.4%,1.5,56,-8.5%,·
CCN(C(=O)Cc1c(C(=O)O)n(C)c2ccccc12)c1cc(OC)ccc1OC,-1.8%,·,-4.6%,·,0.0%,-0.9%,-0.4,83,-7.8%,·
O=C(O)Cc1sc(N/N=C\c2ccccc2)nc1-c1ccccc1,-29.8%,i,12.7%,-1.3%,0.1%,-48.0%,1.4,73,-10.1%,1
O=c1[nH]c(CN2CCCCC2)nc2c1C1(CCCCC1)Cc1ccccc1-2,9.2%,i,-0.6%,·,-0.1%,-1.5%,-0.7,48,-22.5%,1
COc1cccc(NC(=O)NCc2ccccc2F)c1,-5.7%,i,-2.7%,-1.3%,-0.1%,-22.4%[20 µM],-2.4,83,-13.9%,1.1
C=CCNc1nnc(-c2ccncc2)s1,-26.8%,i,-4.7%,-0.9%,0.1%,15.2%,-0.7,46,11.0%,1.1
COc1cc2c(cc1OC)C(c1ccc(-c3cc(Cl)ccc3Cl)o1)=NCC2,·,i,-4.2%,2.0%,-0.1%,-6.4%,3.6,87,·,1
CCC/C=N/NC(=O)CNC(=O)c1ccccc1Cl,12.0%,i,3.1%,-0.6%,-0.2%,-17.1%,2.8,83,-23.0%,1.2
CCN1C(=O)/C(=C/c2ccc(C)o2)N(C)C1=S,-3.2%,i,-4.7%,-1.8%,0.1%,18.1%,3.3,77,-21.6%,0.9
CCN(Cc1ccccc1)C(=O)Cn1c(=O)n(CC(=O)NCc2ccco2)c(=O)c2sccc21,1.1%,i,2.3%,0.1%,-0.1%,15.3%,1.5,79,-32.2%,1.1
Cc1cc(C)nc(SCC(=O)Nn2cnnc2)n1,3.5%,·,3.3%,-0.4%,-0.3%,-42.7%,-0.7,58,-9.5%,1.1
CCOc1ccc(-n2c(=O)cc(N3CCN(c4ccc(F)cc4)CC3)[nH]c2=O)cc1,10.8%,i,2.2%,0.1%,0.4%,-1.2%,0.4,62,-13.6%,1.1
O=C(NN1CCOCC1)c1sc2cccc(F)c2c1Cl,5.0%,i,-2.9%,-0.7%,-0.1%,-19.0%[20 µM],0.3,61,-23.0%,1
CN(C)C(=O)c1cnc(Sc2ncc(C(F)(F)F)cc2Cl)n1C,-2.8%,i,2.4%,-1.0%,0.0%,-16.0%,0.2,45,31.0%,1.1
Cn1cnnc1SCc1nc(N)nc(Nc2ccccc2)n1,-11.9%,i,3.3%,-0.7%,0.9%,-11.4%,-0.6,89,-6.2%,1
Cc1cc(-n2c(C)cc(C(=O)CSc3nnnn3-c3ccccc3)c2C)no1,16.8%,i,4.3%,1.8%,0.2%,7.7%,1.9,46,2.5%,1.1
CCOc1ccc2nc(NS(=O)(=O)c3ccc4c(c3)n(C)c(=O)n4C)sc2c1,7.0%,·,1.4%,3.4%,0.3%,16.5%,-0.2,47,1.0%,1.1
O=C(Nc1ccc(O)cc1)c1cccc(Oc2ccc([N+](=O)[O-])cc2)c1,-92.9%,i,·,-1.3%,0.2%,-43.9%[20 µM],-0.8,88,52.6%,1.1
O=[N+]([O-])c1ccc(-c2nn(-c3ccccc3)cc2/C=N/n2c(-c3cccs3)n[nH]c2=S)cc1,17.8%,i,3.6%,·,-0.1%,-14.8%,9.4,55,-0.5%,·
Cn1c(=O)c2ncn(CC(=O)NC3CCCCCC3)c2n(C)c1=O,3.5%,i,·,3.6%,0.3%,·,0.9,64,-2.7%,1.1
O=C(Cc1ccccc1)Nc1ccccc1N1CCN(c2ccccc2)CC1,-18.6%,i,5.8%,-2.2%,-0.1%,-92.8%,3.2,39,29.6%,1.1
COc1ccc(CC(=S)N2CCOCC2)cc1F,7.0%,i,-2.3%,-3.0%,0.1%,14.4%,-1.9,50,-9.6%,1.1
O=C(c1ccc(F)cc1F)N1CCCc2ccccc21,-2.1%,·,0.8%,·,2.6%,-13.0%,·,·,-22.3%,·
O=C(CC(c1ccccc1)(c1ccccc1)c1ccccc1)N[C@@H](Cc1ccc(O)cc1)C(=O)O,20.3%,i,0.1%,-0.7%,0.2%,-28.6%,4.4,80,-12.6%,1.1
CCc1nc2c(sc3nc4c(cc32)COC(C)(C)C4)c(=O)n1CCN(CC)CC,5.9%,i,-5.3%,-1.0%,-0.2%,30.4%,1.4,48,-21.6%,1
COc1ccc(C)cc1NC(=O)C(NCC1CCCO1)c1ccccc1 (stereo not drawn),12.3%,i,-1.2%,-0.3%,1.0%,0.9%,4.4,76,-3.4%,1
Cc1cc(NC(=O)CSc2nc3ccccc3c(=O)n2C(C)c2ccccc2)no1 (stereo not drawn),-21.2%,i,-2.1%,-0.7%,-0.1%,-10.3%,1.3,48,0.6%,1.1
Cc1ccc(SCCNC(=S)Nc2ccc(C)cc2C)cc1,7.2%,i,4.1%,-0.3%,-0.3%,5.0%,3.1,59,14.8%,1.1
CCOC(=O)c1ccc(Nc2ncccc2[N+](=O)[O-])cc1,-127.3%,i,-0.1%,-0.2%,0.1%,6.8%[20 µM],-0.2,58,-59.7%,0.9
CCN1CCC(N2CCN(c3ccc(Cl)cc3)CC2)CC1,-4.8%,·,-3.1%,·,-0.2%,-1.6%[20 µM],-0.5,62,-43.3%,·
# (next part)
SMILES,NOD2 inhibition,Yfh1-depleted yeast,KOR beta-arrestin-1,CSM14.1 death rescue,GPR55 beta-arrestin,KOR beta-arrestin-2,NTR1 agonist,NTR1 agonist cell count 20 µM,NOD1 inhibition,TNAP activators
NNc1ccc(Cl)nn1,10.1%,i,1.8%,·,-0.1%,-5.4%,2.2,68,-8.2%,·
Cc1c(NC(=O)C2CCN(S(=O)(=O)c3ccc(Cl)cc3)CC2)c(=O)n(-c2ccccc2)n1C,4.9%,i,1.4%,-0.6%,-0.1%,-5.0%,-2.1,51,3.4%,1.1
NC(=O)C1CCN(c2nc(-c3ccccc3)nc3c2oc2ccccc23)CC1,-0.7%,i,-2.0%,1.0%,-0.3%,-10.1%,·,·,19.1%,1.1
COc1cc(OC)c(OC)cc1CN1CCN(Cc2cccc(F)c2)CC1,8.0%,·,-5.9%,·,-0.1%,-1.6%[20 µM],-0.3,65,-4.8%,·
CCc1nn(C)c(-c2n[nH]c(=S)n2N)c1Cl,-1.7%,i,3.5%,1.3%,0.6%,-34.6%,0.4,43,35.9%,1.1
CCN(CC)C(=O)c1ccccc1NS(=O)(=O)c1ccc(C)cc1,2.8%,i,2.1%,-2.0%,-0.1%,-33.9%,0.9,56,-3.1%,1.1
CCOC(=O)Cc1csc(NC(=O)CSc2nncn2C)n1,2.4%,i,6.3%,-2.3%,-0.3%,-8.1%,-0.4,41,25.0%,1.1
c1ccc2c(CSc3ncnc4nc[nH]c34)cccc2c1,32.1%,i,·,1.9%,-0.1%,-43.8%[20 µM],-0.1,94,71.3%*,1.4
O=c1[nH]cnc2cc(-c3ccc(Br)cc3)sc12,-104.7%,·,1.7%,·,0.5%,-29.8%,-1.2,38,-63.3%,·
